# Bioassay records: PubChem BioAssay, National Center for Advancing Translational Sciences (NCATS)
# TDP1 block – inhibitors of human tyrosyl-DNA phosphodiesterase TDP1; recombinant TDP1, AlphaScreen DNA substrate cleavage; Potency, µM (highest dose often 130 µM), for inactives: top-dose activity change, negative = inhibition, usual class: inhibitors; hit rate 0.28% among 350,000; further: nearly all actives have a fitted effect of over 40% in size
#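 Steps: enzyme plus compound, 15 min RT; add biotin/phosphotyrosine-FITC oligonucleotide (15 nM final), react 5 min; add donor/acceptor beads (10 ug/ml final), 10 min; read AlphaScreen. Tdp1 at 1 nM final.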
# GCN5L2 inh – blocks human GCN5L2 histone acetyltransferase; Q92830; GCN5L2 HAT assay, ThioGlo1 CoA-SH fluorescence; Potency, µM (top dose mostly 58.9 µM), inactives show at the top dose activity change, negative = inhibition, actives largely listed as inhibitors; hit rate 0.21% among 390,000; AID 504327
# Target sequence (Q92830 whole entry, looked up): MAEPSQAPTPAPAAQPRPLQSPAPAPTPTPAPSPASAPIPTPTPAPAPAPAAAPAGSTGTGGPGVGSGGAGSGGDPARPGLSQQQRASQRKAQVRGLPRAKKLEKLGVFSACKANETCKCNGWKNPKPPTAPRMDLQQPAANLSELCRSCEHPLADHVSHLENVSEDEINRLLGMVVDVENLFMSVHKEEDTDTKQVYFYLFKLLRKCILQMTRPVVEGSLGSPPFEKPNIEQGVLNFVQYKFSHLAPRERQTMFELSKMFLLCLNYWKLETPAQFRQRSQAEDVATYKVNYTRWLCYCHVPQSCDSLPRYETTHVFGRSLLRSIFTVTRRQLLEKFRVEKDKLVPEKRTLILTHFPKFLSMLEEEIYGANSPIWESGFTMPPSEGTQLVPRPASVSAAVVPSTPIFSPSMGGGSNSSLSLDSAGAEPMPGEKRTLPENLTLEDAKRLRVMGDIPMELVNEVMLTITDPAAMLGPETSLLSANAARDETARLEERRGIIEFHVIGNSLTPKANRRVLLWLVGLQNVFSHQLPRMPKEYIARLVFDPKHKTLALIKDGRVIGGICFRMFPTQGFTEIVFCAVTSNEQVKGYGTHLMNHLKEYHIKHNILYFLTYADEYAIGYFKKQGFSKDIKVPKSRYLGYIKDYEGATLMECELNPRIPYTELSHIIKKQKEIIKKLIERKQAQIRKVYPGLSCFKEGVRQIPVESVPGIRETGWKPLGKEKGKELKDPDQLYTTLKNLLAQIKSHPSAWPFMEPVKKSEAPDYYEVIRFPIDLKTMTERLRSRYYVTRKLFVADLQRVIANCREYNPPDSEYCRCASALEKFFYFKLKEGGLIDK
#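 Compounds, pin-transferred from DMSO stocks, meet 20nM GCN5L2 for 15 min before the reaction begins with H3(1-25) peptide (75uM) and acetyl-CoA (70uM). Thiol-reactive ThioGlo1 reports CoA release over 20 min at room temperature.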
# DT40 TDP1 no CPT – qHTS for Inhibitors of human tyrosyl-DNA phosphodiesterase 1 (TDP1): qHTS in cells in absence of CPT; DT40 Tdp1-/- hTDP1 cells, no CPT, ATP luminescence, 48 h; hit rate 15% among 420,000; Potency, µM (titrated, usually from 46.2 µM), inactives show top-dose activity change, negative = growth inhibition, actives largely listed as inhibitors; further: nearly all actives have a fitted effect of over 55% in size
#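 Chicken DT40 Tdp1-/- cells complemented with human TDP1, screened without camptothecin (DMSO vehicle only), 400 cells/well. Compounds pin-transferred, cells incubated at 37 °C for at least 48 hr. Growth read as ATP-dependent luminescence (CellTiter-Glo, 30 min at RT).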
# The depositor's hits bear a star; ? = inconclusive; . = no result given; & = joins results of further samples; [ ] = dose if it differs, or a comment. The call rests on the fitted dose curve; in most records, active means well fitted curve in the direction sought with a large enough effect; inconclusive means small, poorly fitted or top-dose-only effect, or another doubt; inactive means no such curve, though single readings can be large; an effect the other way counts as inactive or inconclusive. On the % scale 0 is the no-effect control and ±100 the full control effect; potency means the concentration at half of the fitted maximal effect.
SMILES | TDP1 block | DT40 TDP1 no CPT | GCN5L2 inh
CC(=O)c1ccc(NC(=O)Cn2c(-n3nc(C)cc3C)nc(C)cc2=O)cc1 | -3% | 18µM* | -4%
O=C(c1ccccc1)N1CCN(c2ccccc2F)CC1 | 2% | -20% | -15%
CC(C)N=C(NC#N)SCc1ccc(F)cc1 | 5% | -1% | 0%
Cc1ccccc1C(=O)OC1CCN(C)CC1 | . | -4% | -2%
CN(C(=O)c1ccncc1)C1CCCN(Cc2ccccc2F)C1 (centres undefined) | . | -10% | -7%
O=C(OC1CCCCC1)c1cc2ccccc2oc1=O | . | -9% | 3%
O=C(c1ccco1)N1CCN(C(=S)Nc2ccc(Br)cc2Cl)CC1 | 2% | 6% | 1%
O=C(CNC(=S)N(CCCN1CCOCC1)Cc1cccs1)NC1CCCCCCC1 | -1% | 16µM* | -3%
O=C(Nc1ccccc1)c1cc(S(=O)(=O)NCc2ccncc2)ccc1Cl | 2% | 8.2µM* | -9%
Cc1nc(-c2ccc(F)cc2)sc1CCNC(=O)c1ccco1 | 9% | ? | 5%
Cc1ccc(NC(=O)c2ccc(S(=O)(=O)N3CCOCC3)cc2)c(C)c1 | . | 1% | -6%
O=C(CSc1nc2ccccc2n1CC(=O)N1CCOCC1)N1CCCC1 | -5% | -25% | -2%
Cc1ccc2cccc(N=Cc3c(C)[nH]n(-c4ccccc4)c3=O)c2n1 | 8% | ? | -28%
Cc1cc(C)c(NC(=O)CCn2c(=O)c3cccn3c3cccnc32)c(C)c1 | 5% | -26% | -6%
CN(C)c1cc2c(cc1NC(=O)c1ccc(F)cc1)n(C)c(=O)n2C | 4% | 23µM* | -19%
C#CCn1c(COc2ccccc2C)nc2ccccc21 | 5% | ? | -1%
O=C1C(=O)N(CCCN2CCOCC2)C(c2ccc(F)cc2)/C1=C(/O)c1ccccc1 (centres undefined) | . | 4% | -12%
CC(C)Cc1nc2oc3c(NCc4cccnc4)ncnc3c2c2c1CCC2 | 2% | -11% | -9%
Cc1nnc(SCC(=O)Nc2cc(C(F)(F)F)ccc2N2CCOCC2)o1 | 0% | -8% | -22%
CC1CCN(Cc2c(O)ccc3c(=O)c(-c4cccc(Cl)c4)c(C(F)(F)F)oc23)CC1 | 3% | 20% | 2%
O=C(O)c1ccc(CSCc2ccco2)cc1 | -14% | -6% | -1%
O=C(Oc1cccc(-c2cnc3ccccc3n2)c1)c1ccco1 | -1% | -28% | -11%
CCOc1ccc(-c2nc(CSCC(=O)NCc3ccc(Cl)cc3)c(C)o2)cc1 | 3% | ? | 7%
Cc1ccc(NC(=O)C2CCCN2C(=O)Oc2ccccc2)c(C)c1 (centres undefined) | 3% | -27% | 13%
CCOc1ccc2[nH]c(=O)c(CN(C(=O)N3CCOCC3)C3CC3)cc2c1 | -3% | . | 0%

# Sorted by SMILES length (descending): 13 of the compounds above
SMILES | TDP1 block | DT40 TDP1 no CPT | GCN5L2 inh
CC1CCN(Cc2c(O)ccc3c(=O)c(-c4cccc(Cl)c4)c(C(F)(F)F)oc23)CC1 | 3% | 20% | 2%
O=C1C(=O)N(CCCN2CCOCC2)C(c2ccc(F)cc2)/C1=C(/O)c1ccccc1 (centres undefined) | . | 4% | -12%
CC(=O)c1ccc(NC(=O)Cn2c(-n3nc(C)cc3C)nc(C)cc2=O)cc1 | -3% | 18µM* | -4%
CCOc1ccc2[nH]c(=O)c(CN(C(=O)N3CCOCC3)C3CC3)cc2c1 | -3% | . | 0%
Cc1ccc(NC(=O)c2ccc(S(=O)(=O)N3CCOCC3)cc2)c(C)c1 | . | 1% | -6%
O=C(CNC(=S)N(CCCN1CCOCC1)Cc1cccs1)NC1CCCCCCC1 | -1% | 16µM* | -3%
Cc1nnc(SCC(=O)Nc2cc(C(F)(F)F)ccc2N2CCOCC2)o1 | 0% | -8% | -22%
CC(C)Cc1nc2oc3c(NCc4cccnc4)ncnc3c2c2c1CCC2 | 2% | -11% | -9%
O=C(CSc1nc2ccccc2n1CC(=O)N1CCOCC1)N1CCCC1 | -5% | -25% | -2%
O=C(Oc1cccc(-c2cnc3ccccc3n2)c1)c1ccco1 | -1% | -28% | -11%
Cc1nc(-c2ccc(F)cc2)sc1CCNC(=O)c1ccco1 | 9% | ? | 5%
O=C(OC1CCCCC1)c1cc2ccccc2oc1=O | . | -9% | 3%
CC(C)N=C(NC#N)SCc1ccc(F)cc1 | 5% | -1% | 0%

# Remaining list, next part
SMILES | TDP1 block | DT40 TDP1 no CPT | GCN5L2 inh
COc1cc(C(=O)NC(=S)N(CCc2ccccc2)CCc2ccccc2)cc(OC)c1OC | 12% | 21µM* | -5%
O=C(NC1CCCCCC1)c1cccc(S(=O)(=O)N2CCOCC2)c1 | 0% | 5% | -1%
COc1ccccc1NC(=O)c1cc(C)oc1C | -1% | -12% | -4%
COc1ccc2oc(=O)c(C(=O)O)cc2c1 | 5% | -17% | -13%
CCOc1ccc(NC(=O)Cn2c(=O)n(Cc3ccco3)c(=O)c3ccc(C(=O)NC4CCCC4)cc32)cc1 | 0% | -27% | -2%
CC(C)(C)C(=O)N1c2ccccc2CCc2ccccc21 | . | ? | -4%
CN(C)CCCNC(=O)Cc1ccc(Br)cc1 | -1% | 9% | 3%
O=C(Nc1ccc2oc(-c3ccccc3)nc2c1)c1ccc2c(c1)OCCO2 | 6% | 16µM* | -4%
CC(=O)Nc1ccc(NC(=O)Cc2ccc(F)cc2)cc1 | 0% | . | -2%
Cc1ccc(C(=O)Nc2ccc(N3CCN(C)CC3)cc2)c(Cl)c1 | . | -8% | -20%
CCOC(=O)c1cccc(NC(=O)Cn2c(CC(=O)N3CCCC3)nc3ccccc32)c1 | 9% | . | 1%
Nc1nc(Cl)cc(N2CCC(c3cc(-c4ccc(Cl)cc4Cl)n[nH]3)CC2)n1 | 6% | 4.1µM* | -10%
O=C(c1ccc(C(F)(F)F)cc1)C1CCCN(C(=O)CCN2CCCO2)C1 (centres undefined) | 3% | ? | ?
N#CCCn1ccc(NC(=O)c2ccc(Cl)cc2)n1 | -3% | -15% | 0%
O=S1OCCN1c1ccccc1 (centres undefined) | . | -7% | -7%
Cc1cc(C)n(CCCNC(=O)C2CC(=O)N(Cc3ccccc3)C2)n1 (centres undefined) | 0% | -3% | -1%
COc1ccc(S(=O)(=O)N2CC(C)N(C(=O)N(C)C)C2C)cc1 (centres undefined) | 4% | 3% | -3%
O=S(=O)(NCCc1ccccc1)c1ccc(Br)cc1 | 1% | ? | 0%
O=C(O)C12CC3CC(C1)CC(n1ncc(NCc4ccccc4)c(Cl)c1=O)(C3)C2 | 2% | 3% | -10%
COc1ccc(NC(=O)c2cc3ccccc3cc2O)cc1 | . | ? | 0%
O=C(CN1CCN(S(=O)(=O)c2ccc(F)cc2)CC1)Nc1ccc(F)cc1F | 4% | ? | -6%
Cc1ccccc1CNc1nc(N)n(-c2ccccc2)n1 | 0% | -18% | -1%
O=S(=O)(NN1CCOCC1)c1ccc(Br)cc1 | 2% | 6% | -20%
Fc1ccc(CSc2nncn2NCc2ccccc2)cc1 | 3%[56.1 µM] | -15% | -4%
O=C1N2c3ccccc3CCc3cccc(c32)C1(O)C(F)(F)F (centres undefined) | 2% | -23% | -6%
CCCCC[C@@H]1C=C(C(=O)O)[C@H](c2ccc(CC)cc2)N1S(=O)(=O)c1ccc(C)cc1 | 0% | -13% | -15%
O=C(Nc1ccccc1F)c1cc2c(s1)-c1ccccc1S(=O)(=O)C2 | . | -1% | ?
O=C(NNC1CC(=O)N(c2ccc3c(c2)OCCO3)C1=O)c1ccccc1 (centres undefined) | 5% | 0% | -1%
COc1ccc(N2CCN(CCCNC(=O)C3CCN(S(=O)(=O)N4CCOCC4)CC3)CC2)cc1 | 0% | -22% | -4%
Cc1ccc(Cl)c(NC(=O)CN2CCN(C=O)CC2)c1 | 8% | . | 3%
CC(CC(=O)NNC(=O)c1cccc(Cl)c1)c1ccccc1 (centres undefined) | 0% | -21% | 0%
CC(C)c1ccc(S(=O)(=O)NC2CCS(=O)(=O)C2)cc1 (centres undefined) | 1% | ? | -9%
O=C(O)C(Cc1ccccc1)N1C(=O)/C(=C/c2ccccc2)SC1=S (centres undefined) | 0% | -11% | -10%
CCOC(=O)c1ccc(NC(=S)NCCc2ccc(OC)c(OC)c2)cc1 | 7% | ? | 2%
Nc1nnc(CC(c2ccccc2)c2ccccc2)s1 | -5% | ? | -14%
CN(CC(=O)Nc1ccc(Cl)c(Cl)c1)C(=O)C1CCCC1 | 0% | -29% | -7%
COC(=O)CC1C(C)(C)C(OC(C)=O)C2[C@H](OC(C)=O)[C@]34O[C@]2(O)[C@]1(C)C3CC[C@]1(C)C4=CC(=O)OC1c1ccoc1 (some centres undefined) | 10% | 16µM* | 1%
Cc1noc(NS(=O)(=O)c2ccc(NC(=O)CCN3C(=O)c4ccccc4C3=O)cc2)c1C | -5% | 0% | 2%
Cc1ccc([N+](=O)[O-])c(NC(=O)COC(=O)C2CC3CCCC(C2)C3=O)c1C (centres undefined) | 4% | 13% | 0%
COc1cc(C)c(Cl)cc1S(=O)(=O)N1CCCC1 | 5% | -20% | -3%
COc1ccc(CCNC(=O)c2c[nH]n3c(=O)c(Cc4ccccc4Cl)c(C)nc23)cc1OC | 16% | ? | 28µM*
COc1ccccc1N1CCN(CC(=O)Nc2cc(F)ccc2C)CC1 | 3% | ? | 1%
COc1ccc(-c2cc(C(=O)Nc3cnn(Cc4ccc(F)cc4)c3)no2)cc1OC | 4% | -25% | -12%
Cc1cc(C)n(CC(=O)NCc2cc(-c3nn(C)c(=O)c4ccccc34)ccc2C)n1 | -2% | 16µM* | 0%
CC(=O)NCC(=O)N[C@@H](CC(=O)OCc1ccccc1)C(=O)OCc1ccccc1 | 7% | 9% | -2%
Cc1cnc(CNC(=O)C2CCC(=O)N(CCc3ccc(Cl)cc3)C2)cn1 (centres undefined) | . | 3% | -7%
O=C(NNC1=C(C(=O)C(F)(F)F)CCC1)c1ccccc1O | 8% | 21µM* | -9%
O=C(c1cnn2c(C(F)(F)F)cc(-c3ccco3)nc12)N1CCCCCC1 | -8% | -21% | -6%
CCOc1ccc(NS(=O)(=O)c2ccc(NC(=O)[C@@H]3CCCC[C@@H]3C(=O)O)cc2)cc1 | 0% | -21% | -2%
CCOc1ccc(C(=O)Nc2cnn(Cc3ccc(Cl)c(Cl)c3)c2)cc1 | 2% | ? | -4%

# Remaining list, next part:
SMILES | TDP1 block | DT40 TDP1 no CPT | GCN5L2 inh
CCc1c(C(=O)Nc2ccccc2)c(C)[nH]c(=S)c1C#N | 7% | -7% | 0%
CCn1cc2nc(SCc3cccc(C(F)(F)F)c3)n(Cc3ccc(Cl)cc3)c(=O)c2n1 | 5% | 8.2µM* | -7%
COc1cc(NC(=O)c2cc3ccccc3o2)c(OC)cc1Cl | 5% | -3% | -5%
CCN(C(=O)CN1C(=O)S/C(=C\c2cccc(OC)c2)C1=O)C1CCS(=O)(=O)C1 (centres undefined) | 5% | 8% | -24%
CCOC(=O)c1[nH]c(C)c(CCC(=O)N2CCN(c3cccc(C)c3C)CC2)c1C | 14% | 18µM* | 0%
O=[N+]([O-])c1ccccc1OCCCCN1CCCCC1 | 2% | -7% | -3%
N#C/C(=C\c1ccc(Sc2ccc(Cl)cc2)o1)c1nc2ccccc2[nH]1 | -9% | 13µM* | 57%[activator]
CCCc1cc(=O)[nH]c(Nc2ccc3c(c2)OCCO3)n1 | 5% | -26% | -1%
COc1ccc([C@@H]2CC(=O)c3c(O)cc(O[C@@H]4OC(CO[C@@H]5OC(C)[C@H](O)[C@H](O)C5O)[C@@H](O)[C@@H](O)C4O)cc3O2)cc1O (some centres undefined) | . | 20% | -6%
COc1cc(C(=S)N2CCOCC2)cc(Br)c1OS(=O)(=O)c1ccccc1 | . | ? | -14%
COc1ccc(NC(=O)C2CCC(CNc3c(N4CCCCC4)c(=O)c3=O)CC2)cc1OC (centres undefined) | 4% | 7%&-4% | -10%
CN(C1CCS(=O)(=O)C1)S(=O)(=O)c1ccc(C2CCCCC2)cc1 (centres undefined) | -2% | ? | 2%
CCCCC(=O)Nc1ccc(F)c(Cl)c1 | 0% | -7% | -9%
CCOc1ccc(NC(=O)N2CCC(c3nc4ccccc4o3)CC2)cc1 | 3% | ? | -7%

# The list is partial; count on the stated rates, not on these rows.
